Imprint erasure: genomic imprint erasure induction. mouse ES Peg3-LacZ reporter, beta-gal luminescence, 40 h. Potency, µM (series often up to 60.7 µM), without a hit: top-dose activity change, positive = activation, hits mostly activators. 110,000 compounds, 0.02% hits. AID 1948;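 further: 0% = negative control wells on the plate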
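Gelatin-coated wells received 300 freshly trypsinized female ES cells with a Peg3LacZ-Neo reporter on the maternal allele, then incubated 40 hours at 37C. BetaGlo was added for 5 minutes at room temperature before a single luminescence read.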
IkB signaling: suppresses IkB signaling in ABC-DLBCL reporter cells | 110,000 compounds, 0.04% hits | Potency, µM (highest dose often 57.1 µM), inactives show at the highest dose IkBa stabilization activation | ABC-DLBCL IkBa-CBG/CBR dual luciferase ratio, 4 h; response scale: scaled: untreated 0%, proteasome inhibitor 100%; active means well fitted curve in the direction sought with a large enough effect in the signal ratio, not every such curve was filed as active; inconclusive means small, poorly fitted or top-dose-only effect, or a change in a side signal; the % refers to the signal ratio;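 further: the direction sought is a rising ratio; 0% = basal untreated cells and 100% = reference inhibitor full response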
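Curves were fitted separately to fusion (green), unfused (red) and ratio luminescence, then classed by r2, magnitude and activity. Cells: OCI-Ly3, 4 h compound plus doxycycline at 37C; 10 uM MG-132 defined full response.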
p53ts 32C tox: cytotoxicity in p53ts cells at permissive temperature; AID 924; H1299-p53A138V at 32C, ATP luminescence viability, 24 h; 130,000 compounds, 0.93% hits; Potency, µM (highest dose often 46.1 µM), inactives show at the top dose activity change, negative = cytotoxicity, actives largely listed as cytotoxic;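 further: 0% = DMSO and -100% = full killing by reference compound; nearly all actives have a fitted effect of over 55% in size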
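ATP-content luminescence (ATPlite) read-out after 24 h compound exposure at 32C in H1299-p53A138V cells (600/well). Tested up to 46 uM. Normalized to DMSO (0%) and 100 uM tamoxifen (100% killing); Hill-fit AC50.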
p53ts 39C tox: kills p53ts cells at the nonpermissive temperature. H1299-p53A138V viability at 39C, ATP luminescence, 24 h. Potency, µM (series often up to 46.1 µM), inactives show at the top dose activity change, negative = cell killing, hits mostly cytotoxic. 130,000 compounds, 1.5% hits; further: nearly all actives have a fitted effect of over 55% in size
* = called active by the depositor; ? = inconclusive; · = no result given; [ ] = remark or other dose. Unless noted, the call rests on the fitted dose curve; in most records, active means well fitted curve in the direction sought with a large enough effect; inconclusive means small, poorly fitted or top-dose-only effect, or another doubt; inactive means no such curve, though single readings can be large; an effect the other way counts as inactive or inconclusive. Unless noted, on the % scale 0 is the no-effect control and ±100 the full control effect; potency means the concentration at half of the fitted maximal effect.

Order of results – Imprint erasure, IkB signaling, p53ts 32C tox, p53ts 39C tox
> COC(=O)Cn1c(C(=O)N(C)C)cc2c1C[C@H]1CN(C(=O)c3ccccc3)[C@@](Cc3ccc(OC)cc3)(C(=O)OC)[C@@H]21
    -6%, ·, 7%, -9%
> CC(C)c1ccc(-c2noc(SCC(=O)N3CCCCC3)n2)cc1
    -4%[10.9 µM], ?, 13µM*, 16µM*
> CC(C)CO/N=C1/C[C@@H](O)[C@@H](O)[C@@H]2[C@@H]3C(=O)N(C(C)(C)C)C(=O)[C@H]3CC[C@@H]12
    ·, ·, 11%[9.22 µM], 11%[9.22 µM]
> COc1ccc(Nc2cc(C(=O)NCCCN(C)C3CCCCC3)c3ccccc3n2)c(OC)c1
    -7%[10.9 µM], -0.1%, -6%, ?
> Cc1ccc(NC(=O)CCn2c(=O)c3cccn3c3ccccc32)cc1Cl
    -4%[10.9 µM], ?, -4%, -17%
> CCn1cc(C(=O)NCCCN(C)c2ccccc2)c(=O)c2cc(S(=O)(=O)N(C)C)ccc21
    -13%, -2.5%, 7%, -7%
> CC1CN(C(=O)c2ccc3c(c2)OCO3)OC(c2ccccc2)O1 (stereo unspecified)
    -3%, -4.2%, -4%, -11%
> CC(=O)c1sc2nc(=O)c(C)nn2c1C
    -2%, -2.8%, 7%, 1%
> COC(=O)c1cc2sccc2n1CC(=O)Nc1ccc(OC)c(OC)c1OC
    7%, -0.1%, 16%, 19%
> O=C(Cc1ccc(Cl)cc1)Nc1ccc2oc(-c3ccncc3)nc2c1
    0%, -3.5%, -9%, -7%
> CS(=O)(=O)c1ncc(Cl)c(C(=O)Nc2c(C(=O)Nc3ccccc3)oc3ccccc23)n1
    -9%[10.9 µM], ?, 8%, -35%
> CC(=O)Oc1cccc(N2C(=O)C3CC=C(Cl)CC3C2=O)c1 (stereo unspecified)
    -5%, -8.8%, 15%, 18%
> O=C1CC(c2ccc(Cl)cc2)Sc2nc(-c3ccc(F)cc3)nn21 (stereo unspecified)
    -6%[10.9 µM], ?, -2%, 13%
> COc1ccc(C(c2sc3ncnn3c2O)N2CCN(c3ccccc3F)CC2)cc1OC (stereo unspecified)
    -25%, ?, -1%, -1%
> Cc1ccc(C)c(N2CCN(c3nc4ccc(C(=O)c5ccccc5)cc4n4cnnc34)CC2)c1
    -10%[10.9 µM], 2.4%, -1%, -6%
> COc1ccc(C2C(C(=O)Nc3cccnc3)=C(C)Nc3nc(-c4ccco4)nn32)cc1 (stereo unspecified)
    6%, 0.2%, 8%, 21%
> CCN(CC)CCCNC(=O)c1ccc(-n2c(=O)c(=O)[nH]c3ccccc32)cc1
    ·, ·, -2%, 10%
> COc1ccc(C2=NNC(=O)CC2)cc1
    ·, ·, -11%, -15%
> CCC1(C)Cc2ccccc2-c2c1c(=O)n(Cc1ccccc1)c1nnnn21 (stereo unspecified)
    -7%, 1.2%, 5%, 6%
> COc1ccc(CCCc2nnc(SCC(=O)Nc3ncc(C)s3)o2)cc1
    -22%, -2.6%, -28%, ?
> CC(C)c1nc(SCC(=O)N2CCOCC2)c2c(=O)n(C)c(=O)n(C)c2n1
    -9%, 1.5%, -3%, 10%
> CC(C)CNC(=O)Nc1cc(C(=O)NCc2ccc(C(C)C)cc2)ccc1N1CCCC1
    5%[10.9 µM], ?, 1%, -30%
> Cc1cc(-c2ccco2)n(CC(=O)NCCCc2ccccc2)n1
    -15%, -1.6%, 3%, 19%
> CCN(CC)S(=O)(=O)c1ccc(C(=O)Nc2ncn(Cc3ccccc3)n2)cc1
    -10%, -0.2%, 2%, -9%
> c1ccc2c(N3CCOCC3)nc(N3CCOCC3)nc2c1
    ·, ·, 2%, 2%
> CC1(C)Cc2c(cnn2-c2ccccc2)-c2c1c1ccccc1n2CC(O)CCl (stereo unspecified)
    ·, ·, -26%, ?
> COCCn1nnnc1C(c1ccccc1)N1CCN(C)CC1 (stereo unspecified)
    -10%, 0.6%, -5%, 12%
> Cc1ccc(CNC(=O)[C@H](C)[C@H]2C[C@]2(C)[C@H](NC(=O)OCc2ccccc2)c2ccccc2)o1
    -17%, ·, 15%, -9%
> Cc1ccc(NC(=O)Cn2nnc3sc4c(c3c2=O)CCCC4)c(C)c1
    -7%[10.9 µM], 2.3%, 2%, 13%
> O=C(Nc1ccc2c(c1)CCCN2C(=O)c1cccs1)c1c(F)cccc1F
    -8%[10.9 µM], 2.4%, -14%, 1%

3 neighbouring compounds already listed:
Order of results – Imprint erasure, IkB signaling, p53ts 32C tox, p53ts 39C tox
> O=C1CC(c2ccc(Cl)cc2)Sc2nc(-c3ccc(F)cc3)nn21 (stereo unspecified)
    -6%[10.9 µM], ?, -2%, 13%
> COc1ccc(C(c2sc3ncnn3c2O)N2CCN(c3ccccc3F)CC2)cc1OC (stereo unspecified)
    -25%, ?, -1%, -1%
> Cc1ccc(C)c(N2CCN(c3nc4ccc(C(=O)c5ccccc5)cc4n4cnnc34)CC2)c1
    -10%[10.9 µM], 2.4%, -1%, -6%

Continuation.
Order of results – Imprint erasure, IkB signaling, p53ts 32C tox, p53ts 39C tox
> O=C(CSc1nc(=O)[nH]c2c1CCC2)NCc1ccccc1Cl
    ?, 1.7%, 0%, -4%
> CCN(C(=O)c1cc2c(s1)-c1c(C)cccc1OC2)c1cc(C)ccc1C
    -11%[10.9 µM], ?, 12%, -18%
> CCc1ccc2oc(-c3cccc(NC(=O)c4ccc(-c5cccc([N+](=O)[O-])c5)o4)c3)nc2c1
    17%[10.9 µM], ?, ?, ?
> Cc1ccc(N2C(=O)N(Cc3cccc(Cl)c3)c3ccccc3S2(=O)=O)cc1
    -10%[10.9 µM], 1.3%, 5%, -14%
> COC(=O)c1ccc(COC(=O)c2ccccn2)cc1
    -6%, 1.4%, -8%, 4%
> COc1cccc(CNC(=O)Cn2c(SCC(=O)Nc3ccc(C)c(C)c3)nc3ccccc32)c1
    8%[10.9 µM], 1.5%, ?, ?
> C=CCNC(=O)c1ccc(C)cc1Cl
    -4%, 0.8%, -8%, -1%
> COc1ccc(OC)c(CCNC(=O)c2ccc3c(c2)N(Cc2ccccc2)CCS3)c1
    -3%[10.9 µM], ?, 17%, 13%
> O=c1oc2ccc(Br)cc2cc1-c1csc(-c2ccc(Cl)cc2)n1
    -5%[10.9 µM], 0.0%, 8%, -16%
> Cc1ccc(-n2c3nc(=O)[nH]c(=O)c-3cc3c(C)nn(-c4ccccc4)c32)cc1Cl
    -8%[10.9 µM], -1.2%, 4%, 22%
> CS(=O)(=O)c1ccc2nc(NC(=O)C3C4C=CC(C4)C3C(=O)O)sc2c1 (stereo unspecified)
    -13%, -1.6%, -4%, -3%
> COc1cccc(-c2nc(NCc3ccc(OC)cc3OC)c3ccccc3n2)c1
    -17%, 0.7%[11.4 µM], 2%, -18%
> COc1ccc(CCNC(=O)c2ccc3c(c2)CCN3S(=O)(=O)c2ccc(C)cc2)cc1
    -15%[10.9 µM], -1.5%, 5%, -28%
> CCOC(=O)c1ccc(NC(=O)CC2C(=O)N(c3cccc(OC)c3)C(=O)N2Cc2cccnc2)cc1 (stereo unspecified)
    5%[10.9 µM], ?, -2%, 1%
> O=c1[nH][nH]c2nc(C(F)(F)F)cc(C(F)(F)F)c12
    -7%, -0.6%, 14%, 6%
> COc1ccc(N2C(=O)C(CC(=O)O)S/C2=C\C(C)=O)cc1 (stereo unspecified)
    -5%, -0.3%, -3%, -8%
> CCOc1ccc(NC(=O)c2ccc(F)c(S(=O)(=O)N(Cc3ccc(C(=O)OC)cc3)Cc3ccc(OC)c(OC)c3)c2)cc1
    -20%[10.9 µM], ?, 1%, -7%
> O=c1c2oc3ccccc3c2n(Cc2cccc(F)c2)c(=O)n1Cc1ccc2c(c1)OCO2
    -18%[10.9 µM], ?, -3%, -8%
> COc1ccc(C(CC(=O)O)NC(=O)c2cc3ccccc3oc2=O)cc1OC (stereo unspecified)
    -8%[10.9 µM], -0.1%, -7%, 19%
> COc1ccc(Cc2nnc(SCC(=O)Nc3nc(C)cs3)o2)cc1
    -24%, 5.2%, 9%, 22%

Shown with bars between the fields: 5 of the compounds above
molecule | Imprint erasure | IkB signaling | p53ts 32C tox | p53ts 39C tox
CS(=O)(=O)c1ncc(Cl)c(C(=O)Nc2c(C(=O)Nc3ccccc3)oc3ccccc23)n1 | -9%[10.9 µM] | ? | 8% | -35%
CC(=O)Oc1cccc(N2C(=O)C3CC=C(Cl)CC3C2=O)c1 (stereo unspecified) | -5% | -8.8% | 15% | 18%
O=C1CC(c2ccc(Cl)cc2)Sc2nc(-c3ccc(F)cc3)nn21 (stereo unspecified) | -6%[10.9 µM] | ? | -2% | 13%
COc1ccc(C(c2sc3ncnn3c2O)N2CCN(c3ccccc3F)CC2)cc1OC (stereo unspecified) | -25% | ? | -1% | -1%
Cc1ccc(C)c(N2CCN(c3nc4ccc(C(=O)c5ccccc5)cc4n4cnnc34)CC2)c1 | -10%[10.9 µM] | 2.4% | -1% | -6%

The list continues:
Order of results – Imprint erasure, IkB signaling, p53ts 32C tox, p53ts 39C tox
> Cc1cccc(N2CCN(S(=O)(=O)c3cc(C(=O)Nc4ccccc4Cl)ccc3F)CC2)c1C
    -15%[10.9 µM], ?, 10%, ?
> COc1ccc(C(=O)N2CC(=O)Nc3ccc(C)cc3C2c2ccc(F)cc2)c(OC)c1 (stereo unspecified)
    -7%[10.9 µM], ?, 8%, -16%
> COc1ccc(CN(Cc2cc3ccc(C)cc3[nH]c2=O)Cc2nnnn2C2CCCC2)cc1
    -16%, 2.4%, 14%, -1%
> O=C(Nc1ccccc1-c1nnn(CC(=O)N2CCCc3ccccc32)n1)c1ccc(Cl)cc1
    ·, ·, 0%, 2%
> Cc1c(C(=O)Nc2ccccc2Br)oc2ccc(S(=O)(=O)N3CCCCCC3)cc12
    -6%[10.9 µM], -0.4%, -7%, -16%
> CCOC(=O)c1cc(CC)sc1NC(=O)Cc1ccsc1
    ?, 1.0%, 6%, -9%
> CCOC(=O)C1CCCN(C(=O)C(C)Oc2ccc(Cl)cc2Cl)C1 (stereo unspecified)
    -16%, 2.2%, 11%, 13%
> COc1ccc(N2CCN(C(c3ccccc3)c3nnnn3Cc3ccc(F)cc3)CC2)cc1 (stereo unspecified)
    -13%, 2.0%, 3%, 16%
> Cc1cccc(CN2CCNC2=O)c1
    -1%, -1.0%, -1%, -13%
> COc1ccc(CCNC(=O)CSc2nnc(-c3cccc(C)c3)o2)cc1OC
    -2%, 0.9%, 2%, -1%
> O=C(CCS(=O)(=O)Cc1ccccc1F)N1CCc2ccccc2C1
    -6%, 0.8%, -12%, -7%
> Cc1noc(C)c1C(=O)N1CCc2ccccc2C1
    -9%, 1.5%, 13%, 12%
> Nc1ncnc2c1ncn2[C@@H]1O[C@@H](CO)[C@H](O)[C@@H]1O
    ·, 1.7%, 16%, 17%
> Nc1ccc2oc(-c3ccccn3)nc2c1
    -86%[inhibitor], -1.3%, ?, ?
> Cc1cc(-n2c(C)cc(C(=O)CSc3nnnn3-c3ccccc3)c2C)no1
    -19%, ?, 0%, -9%
> CC(C)COc1ccc(-c2cc(C(=O)NN)[nH]n2)cc1
    ·, ·, -19%, ?
> Cc1oc(-c2ccccc2)nc1Cn1c(=O)cc(-c2ccccc2)c2c(C)nn(C)c21
    -8%[10.9 µM], 1.2%, -3%, -7%
> COCc1nc2cccnc2n1C1CCN(S(=O)(=O)N(C)C)CC1
    -5%[10.9 µM], -1.4%, 7%, -21%
> O=C(NCCC1=CCCCC1)N[C@@H](Cc1ccccc1)C(=O)O
    3%, 0.2%, 4%, 6%
> COC(=O)c1ccccc1NC(=O)NCCc1c(C)nn(C)c1C
    -13%[10.9 µM], 2.5%, -5%, -22%
> Cc1cccc(CNC(=O)C2CCN(S(=O)(=O)c3cccc4nonc34)CC2)c1
    25%[10.9 µM], 0.0%, 3%, -17%
> COc1cccc(CCNC(=O)c2ccc(Cn3c(SCc4ccccc4)nc4cccnc43)cc2)c1
    -17%[10.9 µM], ?, ?, ?
> CCN(CC)c1nc2c(S(=O)(=O)c3cccc(Cl)c3)nnn2c2ccsc12
    -18%[10.9 µM], -2.8%, 17%, -1%
> CCOc1ccc(S(=O)(=O)N2CCN(c3cccc(C(F)(F)F)c3)CC2)cc1OCC
    -5%[10.9 µM], 1.7%, -7%, 13%
> COc1ccc(CNc2ncncc2-c2cccc(NS(C)(=O)=O)c2)c(OC)c1
    ?, -0.9%[11.4 µM], 7%, 11%
